Lipid droplet: inhibitors of hepatocyte lipid droplet formation, primary screen, imaging, high-throughput imaging, BODIPY stain. AML12 mouse hepatocytes, oleate lipid droplets. inhibition, % at 6.5 µM. 0.4% of 240,000 active. AID 1656, 2009;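 active means lipid droplet intensity inhibited by at least 50%, with more than 500 cells counted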
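System: AML12 hepatocytes (mouse). Probe or stimulus: oleic acid at 100 µM to induce lipid droplet formation. Times: overnight treatment with compound plus oleate. Detection: Image-based BODIPY and DAPI two-channel analysis. Evaluation: percent inhibition of filter-corrected integrated lipid droplet intensity per well.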
Insulin prom up: insulin promoter activators in MIN6 cells, imaging, high-content screening, mouse beta cells. z-score at 5 µM. 0.3% of 190,000 active. MIN6 insulin promoter-GFP reporter; stronger effect = higher value;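 active means z-score above 3 at 5 µM with at least 500 cells counted in the well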
MT stabilize HCS: microtubule stabilizers in HeLa cells, primary screen, imaging, high-content imaging. 0.83% of 200,000 active. HeLa tubulin immunostaining HCS, 24 h; share of cells brighter than vehicle mean+2SD. % tubulin-high responders, % at 10 µM;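 active means plate Z-score above 3 for both tubulin-high and condensed-nucleus cell shares, with cell loss under 80%, at 10 µM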;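 further: anti alpha tubulin signal scored within the nucleus-defined area of each cell; some results filed as inactive read as strong as hits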
WT yeast gro inh: growth inhibition of WT strain, primary screen, mitochondrial fusion inhibitor project, WT and mutant strains, chemical genetic | 2.1% of 190,000 active | AID 1362, 2008 | inhibition, % at 10 µM | mitochondrial fusion phenotypic screen; in the data active means inhibition above about 58%; tested in S. cerevisiae
Myeloid diff 2: induction of myeloid progenitor differentiation, primary screen, cell-based, flow cytometry, MLPCN library; ER-HoxA9 myeloid progenitors, lysozyme-GFP differentiation; 1% of 360,000 active; calls only at 10 µM;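 active means normalized GFP-positive differentiation at or above the plate's own cutoff, the solvent-only control mean plus 3 SD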;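 further: cells exposed to compound for four days before flow analysis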
T cell HTS: modulators of CD8 T cell-vesicle binding, primary screen, mouse 2C CD8+ T cells, flow cytometry; 2C CD8+ T cell-vesicle binding; stronger effect = lower value; 0.068% of 330,000 active; calls only at 7 µM; AID 2052, 2009;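 active means response, share of CD8 T cells binding vesicles, and their 90th percentile fluorescence all below set limits, cut at about 80% in these data, passing the limit was not always enough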
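incubation = binding step 1.5 h, 37 °C, antibody labelling 20 min, ice | test system = 2C mouse CD8+ T cells | read-out basis = percent CD8+ FL2 mean versus row control | controls = Peptide-free naked vesicles (low) and QL9 vesicles with 0.7% DMSO vehicle (high) | detection = flow cytometry of vesicle-bound cells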
West Nile virus CPE: West Nile virus antiviral activity, cell-based, CPE readout (AID 1621); 0.02% of 290,000 active; CPE inhibition, % at 10 µM; hits with a dose series show IC50 in µM; West Nile virus-infected cells, CPE inhibition; higher % means a stronger effect; in the data active means a potency from the dose series; further: strong numbers were not always called active
bCat nuc transl: modulators of beta-catenin nuclear translocation, primary screen, imaging, HeLa cells, immunofluorescence, high-content; nuclear translocation activity, % at 5 µM; 0.3% of 190,000 active; AID 1665, 2009;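 active means nuclear translocation activity above 50% at 5 µM, with a well cell count of 50 or more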;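 further: per-cell ratio of nuclear to cytoplasmic median beta-catenin stain intensity; plate controls were DMSO negative control for no effect and GSK-3 inhibitor IX positive control for full effect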
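Technique: fluorescence imaging of beta-catenin antibody stain plus DAPI / Material: human HeLa cell line / Incubation: compound treatment 24 h, 37°C, 5% CO2 / Read-out basis: % activation of per-cell nuclear versus cytoplasmic median beta-catenin signal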
Autophagy HCS: autophagy modulators in MEF cells, primary screen, imaging, high-content, MEF GFP-LC3; MEF GFP-LC3 puncta imaging; test concentration mostly 10 µM; calls only at 10 µM (by protocol); 0.98% of 190,000 active; AID 463193, 2010;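 active means percentage of spot-positive cells more than 3 SD above its plate mean, without a fluorescence outlier flag or 80% toxicity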;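 further: spot-positive cell cutoff set from DMSO-treated cells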
WT yeast gro inh mutant strain: also measured in WT yeast gro inh; calls as there; inhibition, %; mitochondrial fusion phenotypic screen, mutant strain inhibition
Insulin prom up cell count: also measured in Insulin prom up; calls as there; cell count; measured here: cytotoxicity, nuclei count;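 total cells summed across four imaged fields per well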
Lipid droplet cells 6.5 µM: further read-out of Lipid droplet, marked with its call; cell count; measured here: cell count, cytotoxicity flag;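 cells counted across two imaged fields per well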
bCat nuc transl cell count 5 µM: second read-out of bCat nuc transl, no call of its own (marks repeat the call); cell count; measured here: cell count, cytotoxicity flag
T cell HTS vesicle-bound %: also measured in T cell HTS; calls as there; double positive events, %; measured here: CD8+ vesicle-bound cell fraction;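 binding gate set so that unloaded-vesicle control wells show 10% double positive cells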
MT stabilize HCS Hoechst-high %: second read-out of MT stabilize HCS, no call of its own (marks repeat the call); % Hoechst-high responders; measured here: nuclear condensation Hoechst responders;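 share of cells brighter than vehicle mean plus two SD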
MT stabilize HCS cytotoxicity %: also measured in MT stabilize HCS; calls as there; toxicity, %; measured here: cytotoxicity by cell density;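 0% = mean cell density of plate MIN control wells and 100% = no cells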
Autophagy HCS cell loss 18 h: also measured in Autophagy HCS; calls as there; toxicity, %; measured here: cell loss, nuclei count;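 cell loss after 18 h compound exposure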
Myeloid diff 2 GFP+ MAC1+ %: recorded beside Myeloid diff 2, whose call it bears; GFP+ MAC1+ double positive, %; measured here: differentiation confirmed by MAC1 staining
* marks the source's active call; other numbers are inactive results; i = inactive; · = no result given.

SMILES	Lipid droplet	Lipid droplet cells 6.5 µM	Insulin prom up	Insulin prom up cell count	MT stabilize HCS	MT stabilize HCS Hoechst-high %	MT stabilize HCS cytotoxicity %	WT yeast gro inh	WT yeast gro inh mutant strain	Myeloid diff 2	Myeloid diff 2 GFP+ MAC1+ %	T cell HTS	T cell HTS vesicle-bound %	West Nile virus CPE	bCat nuc transl	bCat nuc transl cell count 5 µM	Autophagy HCS	Autophagy HCS cell loss 18 h
CCOC(=O)C(Sc1nnc2c3ccccc3n(CC)c2n1)C(=O)OCC	-0.8	778	-0.06	1690	2.2	2.2	6.9	15.2	18.3	i	12.7	i	7.0	0.2%	1.7	898	i	-13.3
Cc1cccc(N2CCN(C(=O)c3ccc(CNc4c(N5CCC(C)CC5)c(=O)c4=O)cc3)CC2)c1C	16.9	725	·	·	9.0	6.6	0.2	-10.5	-2.0	i	0.5	i	49.7	-0.6%	0.4	591	i	30.0
COc1ccc(Oc2c(C)oc3c(CN4CCOCC4)c(O)ccc3c2=O)cc1	·	·	-0.24	1626	1.4	1.5	0.2	2.0	21.6	i	0.9	i	54.8	0.5%	0.2	1363	i	3.6
Cc1ccc(NC(=O)Cn2cccc2)c(Br)c1	·	·	-0.65	1507	6.4	3.4	3.8	-12.5	-2.7	i	1.3	·	·	-0.1%	-0.1	973	i	-5.9
Cc1ccc(Nc2nc(C)cc(C)c2C(N)=O)c(C)c1	-0.2	797	·	·	·	·	·	·	·	i	0.2	i	44.7	0.5%	·	·	·	·
COc1ccc(OC)c(NC(=O)C2CCCC2)c1	-6.9	672	-0.02	1295	1.9	2.1	4.8	-8.1	-7.3	i	0.6	i	20.5	0.0%	·	·	i	9.8
COc1ccccc1/C=C(\NC(=O)c1ccccc1)C(=O)NCc1ccco1	-4.9	740	·	·	·	·	·	·	·	i	1.6	i	35.7	0.3%	·	·	·	·
Cc1cccc(NC(=O)Nc2cccc(C#N)c2)n1	26.1	757	-0.44	1747	5.2	1.8	13.1	4.6	8.3	i	0.9	i	40.3	0.3%	0.7	1043	i	6.0
O=C(NCCCN1CCOCC1)c1ccc(Cl)s1	0.8	739	0.59	951	2.1	1.8	6.0	-4.3	5.3	i	7.9	i	30.8	0.0%	·	·	i	-0.7
O=c1[nH]c(C2CCN(S(=O)(=O)c3ccccc3F)CC2)nc2c1nnn2Cc1ccc(F)cc1	-1.4	772	·	·	·	·	·	·	·	i	1.2	i	17.3	-0.1%	·	·	·	·
CCOc1ccc(N(CC(=O)Nc2ccc(OC)cc2OC)S(=O)(=O)c2c(C)[nH]c(=O)[nH]c2=O)cc1	1.9	723	·	·	·	·	·	·	·	i	0.0	i	45.0	-0.2%	·	·	·	·
O=C(CCn1c(=S)oc2ccccc21)NC1CCCCC1	-11.8	676	0.73	1060	·	·	·	·	·	i	0.6	i	20.3	-0.1%	1.8	1324	·	·
O=C(Cn1nc(C(F)(F)F)c2c1CCC2)Nc1ccccc1C(F)(F)F	2.0	758	0.37	1177	3.7	1.4	3.1	2.5	0.5	i	1.1	i	25.8	0.1%	-2.2	1160	i	6.4
C=CCNC(=O)/C=C/c1cccs1	33.4	646	0.22	1413	3.5	1.9	4.2	15.4	-10.2	i	0.0	i	60.6	-0.7%	-1.2	1066	i	-1.6
COC(=O)c1ccc(-n2nnnc2SCC(=O)Nc2ccccc2OC)cc1	·	·	-0.74	1279	6.0	3.3	6.1	11.6	5.9	i	5.8	i	35.9	0.4%	-0.3	958	i	-1.6
CCCC(=O)n1nc(-c2cccnc2)nc1N	·	·	0.16	1508	3.4	2.0	0.8	2.7	1.6	i	1.1	i	36.7	1.3%	0.0	1311	i	4.4
CCOC(=O)Cn1c(=O)oc2cc(S(=O)(=O)N3CCN(c4ccccn4)CC3)ccc21	·	·	-0.64	872	5.8	2.2	10.2	-1.1	-13.9	i	2.2	i	0.0	0.4%	·	·	i	16.3
Cc1cc(Cl)c(S(=O)(=O)Nc2ccc3c(c2)OCCO3)cc1OCC(=O)NC1CCCCC1	22.0	825	-0.1	915	2.5	1.9	6.8	-1.2	-2.2	i	1.9	i	32.5	-0.4%	·	·	i	-6.0
CCC(C)NC(=O)c1cn(CC)c2ccc(S(=O)(=O)N3CCCCC3)cc2c1=O (stereo unspecified)	5.7	780	·	·	·	·	·	·	·	i	2.6	i	15.1	1.1%	·	·	·	·
O=C(NC1CCCC1)C(c1c(F)cccc1Cl)N(C(=O)c1csnn1)C1CC1 (stereo unspecified)	-12.4	763	·	·	·	·	·	·	·	i	0.4	i	17.4	-0.3%	·	·	·	·
COc1ccc(N2CCN(C(=O)CSc3nnc(-c4cccnc4)n3-c3ccc(F)cc3)CC2)cc1	-27.5	715	·	·	3.9	1.9	4.8	5.7	-5.8	i	6.8	i	37.8	-0.8%	-1.0	1117	i	-9.1
COc1ccc(NC(=O)c2ccc(-c3ccc([N+](=O)[O-])cc3)o2)cc1OC	0.3	671	-0.16	1362	1.7	2.2	11.1	15.7	3.7	i	0.3	i	32.6	-1.0%	-5.0	525	i	-9.7
Cc1c(Cl)cccc1NC(=O)CCN1CCOCC1	-3.4	812	·	·	·	·	·	·	·	i	0.5	i	57.7	-0.1%	·	·	·	·
Cc1[nH]c(C)c(S(=O)(=O)N(Cc2ccccc2)C(C)(C)C)c1C(=O)N1CCCC1	-17.8	760	·	·	·	·	·	·	·	i	4.1	i	2.7	-1.6%	·	·	·	·
O=C(CSc1nnc(CNc2ccc(F)cc2)n1-c1ccccc1)N1CCOCC1	0.5	772	0.22	1238	2.1	2.1	8.2	-2.5	-2.1	i	0.9	i	27.5	0.0%	-2.1	1181	i	1.9
Cc1cc(NC(=O)Nc2ccc(F)cc2F)n(C)n1	-11.2	697	0.06	1630	4.1	2.7	4.1	-19.2	-3.1	i	0.5	i	39.5	0.3%	1.7	934	i	-1.4
Cn1nc(C(=O)OCC(=O)Nc2cccc(S(=O)(=O)N3CCCC3)c2)c2ccccc2c1=O	0.9	598	-0.6	834	·	·	·	·	·	i	0.4	i	17.6	-0.2%	1.1	1325	·	·
Cn1cc(SCC(=O)O)c2ccccc21	14.8	761	·	·	2.6	2.4	6.1	11.2	18.1	i	1.3	i	39.8	-0.8%	·	·	i	-4.3
O=C(O)c1c2c(nc3ccc(S(=O)(=O)N4CCC(C(=O)N5CCCCC5)CC4)cc13)CCCC2	·	·	-0.51	980	5.4	2.3	7.1	12.3	13.3	i	1.8	i	20.3	0.5%	·	·	·	·
COc1cccc(C(=O)N/N=C/c2ccc(Oc3ccc([N+](=O)[O-])cn3)c(OC)c2)c1	15.6	636	-0.07	1149	16.8	39.8	28.0	-13.1	-2.2	i	0.0	i	64.1	0.1%	2.1	487	i	14.3
O=C(CCCCl)OCc1cn(-c2ccc(Cl)cc2)nn1	·	·	-0.03	1217	2.2	3.0	7.2	5.5	-6.3	i	0.1	i	35.3	0.0%	1.0	1068	i	-10.4
COc1ccc(CN(Cc2cccnc2)C(=S)NCCc2ccccc2)cc1OC	·	·	·	·	3.2	1.5	4.7	0.9	-9.1	i	2.6	i	45.6	-0.5%	·	·	i	13.5
COc1cccc(C(=O)NC(Cc2ccccc2)c2ccc3c(c2)OCCCO3)c1 (stereo unspecified)	-27.3	765	-0.14	961	2.4	1.4	8.4	9.0	22.9	i	6.1	i	44.6	-0.6%	-5.3	1152	i	-9.8
O=C(CSc1nnc2c(Cl)cc(Cl)cn12)N1CCN(c2ccc(F)cc2)CC1	-12.6	620	-0.36	1206	2.5	4.0	8.3	-17.2	-12.9	i	0.3	i	10.2	-1.2%	·	·	i	15.6
CN(NC(=O)COc1ccccc1)C1=NS(=O)(=O)c2ccccc21	-1.6	668	0.71	1519	1.5	1.8	6.1	-9.2	-9.5	i	0.7	i	23.4	0.9%	0.6	1554	i	4.5

Entries listed so far that have a nitro group on carbon (two):
SMILES	Lipid droplet	Lipid droplet cells 6.5 µM	Insulin prom up	Insulin prom up cell count	MT stabilize HCS	MT stabilize HCS Hoechst-high %	MT stabilize HCS cytotoxicity %	WT yeast gro inh	WT yeast gro inh mutant strain	Myeloid diff 2	Myeloid diff 2 GFP+ MAC1+ %	T cell HTS	T cell HTS vesicle-bound %	West Nile virus CPE	bCat nuc transl	bCat nuc transl cell count 5 µM	Autophagy HCS	Autophagy HCS cell loss 18 h
COc1ccc(NC(=O)c2ccc(-c3ccc([N+](=O)[O-])cc3)o2)cc1OC	0.3	671	-0.16	1362	1.7	2.2	11.1	15.7	3.7	i	0.3	i	32.6	-1.0%	-5.0	525	i	-9.7
COc1cccc(C(=O)N/N=C/c2ccc(Oc3ccc([N+](=O)[O-])cn3)c(OC)c2)c1	15.6	636	-0.07	1149	16.8	39.8	28.0	-13.1	-2.2	i	0.0	i	64.1	0.1%	2.1	487	i	14.3
